Assay outcomes (PubChem BioAssay)
TGFb SMAD3 inh – blocks TGF-b signaling | HepG2 CAGA-GFP TGF-b/SMAD3 reporter, GFP fluorescence, 18 h; TGF-beta stimulated, 500 pg/mL final | Potency, µM (doses to about 46.1 µM), inactives show top-dose activity, negative = inhibition, usual class: inhibitors | 1.2% of 410,000 active | AID 588855; note: % is set by controls: 0 for no effect and ±100 for the full control effect; nearly all actives have a fitted effect of over 65% in size
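Inhibition of TGF-beta-driven CAGA-GFP reporter expression in HEPG2 cells is measured by cellular GFP fluorescence after 18 h stimulation with 500 pg/mL recombinant TGF-beta in 1% FBS medium at 37 degrees C.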
ATXN2 expr inh – ATXN2 expression inhibition; HEK-293 ATXN2-luciferase reporter, luminescence, 24 h; AID 1745845; 0.72% of 360,000 active; Potency, µM (doses to about 57 µM), inactives show at the highest dose activity change, negative = inhibition, hits mostly inhibitors; note: % is set by controls: 0 for no effect and ±100 for the full control effect; nearly all actives have a fitted effect of over 55% in size
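ATXN2-luciferase reporter cells (luciferase flanked by upstream and downstream ATXN2 gene portions) were treated 24 h at 37 °C with compounds at up to 57 uM. SteadyGlo luminescence gave expression; GF-AFC fluorescence gave viability.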
Nrf2 activator – Nrf2 pathway activation. AREc32 ARE-luciferase reporter (MCF7-derived line), luminescence, 24 h. Potency, µM (series often up to 46.1 µM), inactives show top-dose activation, most hits filed as activators. 0.31% of 410,000 active. AID 624171; note: % of control where 0% means no effect; nearly all actives have a fitted effect of over 65% in size
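Nrf2 activation is followed as ARE-luciferase induction in the AREc32 line after one day of compound treatment; luminescence is read with Steady-Glo.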
MCF10A rerep – inducers of DNA re-replication in MCF 10A breast cells | 2.9% of 350,000 active | MCF 10A DNA re-replication, Hoechst nuclear intensity, 48 h | AID 624296 | Potency, µM (doses to about 46.1 µM), for the others: top-dose activity, positive = re-replication, most hits filed as activators; note: % of control where 0% means no effect; nearly all actives have a fitted effect of over 50% in size
ATXN viability – viability counter-screen for ATXN expression inhibitors | S2 cells (HEK-293 line with an ATXN2-luciferase reporter) viability, CellTiter-Fluor protease fluorescence, 24 h | Potency, µM (titrated, usually from 56.7 µM), usual class: cytotoxic | 0.49% of 400,000 active | AID 651635; note: nearly all actives have a fitted effect of over 40% in size
A549 tox – kills or reduces viability of A549 cells in Nrf2 counter-screen; A549 ARE-Fluc cells, CellTiter-Fluor viability, 18-24 h; Potency, µM (titrated, usually from 46 µM), for inactives: at the top dose activity change, negative = cytotoxicity, usual class: inhibitors; 0.16% of 390,000 active; AID 504648; note: % is set by controls: 0 for no effect and ±100 for the full control effect
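A549 ARE_Fluc cells in 5% FBS OPTI-MEM were exposed to compounds in concentration-response for 18-24 h at 37 deg C. Viability was read by CellTiter-Fluor fluorescence (Ex 405/Em 525) after 30 min, before the luciferase read.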
EPAC2 antagonist – EPAC2 (human) antagonism | AID 720708 | Potency, µM (doses to about 114 µM), for the others: at the top dose activity, negative = inhibition, actives largely listed as inhibitors | 0.18% of 360,000 active | EPAC2 GEF exchange of Rap1B-BODIPY-GDP, fluorescence; note: % is set by controls: 0 for no effect and ±100 for the full control effect; nearly all actives have a fitted effect of over 45% in size; many of its hits are not listed in these tables
Target sequence (Q8WZA2 whole entry, looked up): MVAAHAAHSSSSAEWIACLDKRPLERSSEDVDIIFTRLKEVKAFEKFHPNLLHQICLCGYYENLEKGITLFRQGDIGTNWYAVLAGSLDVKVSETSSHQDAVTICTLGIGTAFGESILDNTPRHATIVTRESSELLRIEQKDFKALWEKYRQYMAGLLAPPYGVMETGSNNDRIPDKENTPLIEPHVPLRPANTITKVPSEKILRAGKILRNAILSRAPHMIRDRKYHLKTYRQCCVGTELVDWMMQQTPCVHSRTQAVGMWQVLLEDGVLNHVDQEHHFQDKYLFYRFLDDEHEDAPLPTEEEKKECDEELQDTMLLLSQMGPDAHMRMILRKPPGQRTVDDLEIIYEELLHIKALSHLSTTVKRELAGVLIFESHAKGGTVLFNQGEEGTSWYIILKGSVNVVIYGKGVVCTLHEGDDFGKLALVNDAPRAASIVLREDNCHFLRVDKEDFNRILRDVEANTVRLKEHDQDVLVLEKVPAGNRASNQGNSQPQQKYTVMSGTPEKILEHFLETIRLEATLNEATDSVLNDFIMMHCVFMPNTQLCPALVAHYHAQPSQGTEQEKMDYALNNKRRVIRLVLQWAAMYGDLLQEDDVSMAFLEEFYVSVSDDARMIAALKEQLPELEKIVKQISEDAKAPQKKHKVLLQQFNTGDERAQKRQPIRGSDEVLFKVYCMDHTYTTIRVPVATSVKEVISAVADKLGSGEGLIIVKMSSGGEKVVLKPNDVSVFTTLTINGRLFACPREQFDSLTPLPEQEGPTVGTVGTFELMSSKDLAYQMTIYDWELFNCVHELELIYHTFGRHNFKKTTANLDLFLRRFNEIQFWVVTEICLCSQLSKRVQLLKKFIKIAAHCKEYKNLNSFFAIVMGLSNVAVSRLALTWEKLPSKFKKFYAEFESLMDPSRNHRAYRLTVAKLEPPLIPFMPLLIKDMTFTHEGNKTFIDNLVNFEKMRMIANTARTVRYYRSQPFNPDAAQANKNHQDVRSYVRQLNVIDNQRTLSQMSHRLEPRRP
Nrf2 inh – Nrf2 pathway inhibition; A549 ARE-Fluc reporter, luciferase luminescence, 18-24 h; Potency, µM (top dose mostly 46 µM), without a hit: top-dose activity change, negative = inhibition, most hits filed as inhibitors; 2.1% of 360,000 active; AID 504444; note: % is set by controls: 0 for no effect and ±100 for the full control effect; nearly all actives have a fitted effect of over 60% in size
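Quantitative HTS in A549 cells stably bearing an antioxidant response element-firefly luciferase construct. Inhibition of Nrf2-driven transcription was scored by luminescence after 18-24 h of compound exposure at 37 °C.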
HepG2 viability – kills HepG2 cells in TGF-b inhibitor counter-screen. 0.76% of 410,000 active. AID 588856. Potency, µM (highest dose often 46.1 µM), for inactives: at the top dose activity change, negative = cytotoxicity, actives largely listed as cytotoxic. HepG2 CAGA-GFP viability, ATP luminescence, 18 h; note: some results filed as inactive show a strong effect at the top dose
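CellTiter-Glo luminescence gave cytotoxicity after 18 hours at 37 degrees C. The cells were HepG2 CAGA-GFP in 1% FBS DMEM, stimulated with 500 pg/mL TGF-beta after compound addition. %Activity was normalised to no-cell wells (complete cell-killing) and DMSO (no toxicity), and curves were fitted and classified.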
Active calls of the source: *; i = inactive; ? = inconclusive; · = no result given; [ ] = dose if it differs, or a comment. Calls come from the whole dose curve; as a rule, active = well fitted curve in the direction sought with a large enough effect; inconclusive = small, poorly fitted or top-dose-only effect, or another doubt; inactive = no such curve, though single readings can be large; an effect the other way counts as inactive or inconclusive. Potency is the fitted concentration of half-maximal effect. Only part of the results is shown (hit frequency here may not be typical).

Each structure is followed by: TGFb SMAD3 inh, ATXN2 expr inh, Nrf2 activator, MCF10A rerep, ATXN viability, A549 tox, EPAC2 antagonist, Nrf2 inh, HepG2 viability
- O=C(Nc1ccc(Cl)cc1)C1CCC(CNS(=O)(=O)c2ccc(Br)s2)CC1 (configuration not stated)
  ?, ·, 0.4%, ·, ·, 1%, ·, 2%, -42%
- O=C(NCCCN1CCOCC1)c1cc(-c2ccc(Br)cc2)on1
  -11%, -38%, -2.0%, -26%, i, 19%, 11%, ·, -2%
- S=C(Nc1ccccc1)N(Cc1ccccc1)Cc1ccncc1
  4%, -9%, 0.0%, -1%, i, 4%, 1%, 2%, 0%
- O=C(O)C1CCCCC1C(=O)Nc1nccs1 (configuration not stated)
  -12%, 1%, 0.0%, 6%, i, -8%, 15%, -4%, 9%
- CCC1=Nc2cc(C(=O)NCc3ccccc3Cl)ccc2Sc2ccc(C)cc21
  ?, 9%, -0.3%, ·, i, -11%, ·, ·, -2%
- CC(C)Cc1nnc(NC(=O)CCC(=O)N2CCC(C)CC2)s1
  -2%, 7%, 0.1%, -2%, i, -1%, -2%, 1%, 6%
- COCC(C)N=C1SCCN1Cc1ccccc1 (configuration not stated)
  -2%, 3%, -1.7%, -4%, i, -5%, 4%, 14%, -4%
- CNc1nc(N)c([N+](=O)[O-])c(NCc2ccccc2)n1
  8%, -3%, 5.4%, -2%, i, 0%, -6%, ?, -32%
- COc1ccc2c(c1)C(=O)C1(CC2)OC1c1cccnc1 (configuration not stated)
  1%, ·, 13%, ·, i, ·, -12%, ·, -8%
- COc1ccccc1OCC(=O)OC/C(O)=C(\C#N)c1nc2ccccc2[nH]1
  -11%, ·, 5.6%, 6%, 3.2µM*, -3%, 3%, -2%, 2%
- COc1cc(OC)c(C(=O)NCC2CCCO2)cc1OC (configuration not stated)
  -19%, 1%, 0.0%, 0%, i, 0%, 5%, 4%, 7%
- Cc1csc2nc(O)c(C(=O)NC3CCCCCC3)c(=O)n12
  3%, -14%, 0.1%, -9%, i, -9%, -21%, ?, -5%
- CCOC(=O)c1ccc(N2C(=O)CC(NC3CCN(C(=O)c4cccc(Cl)c4)CC3)C2=O)cc1 (configuration not stated)
  -4%, 7%, 0.4%, 2%, i, 0%, -1%, 1%, -6%
- Cc1ccc(N(Cc2ccccc2)C(=O)c2cc(S(=O)(=O)N3CCOCC3)ccc2C)cc1
  0%, -15%, -0.1%, 21%, i, -6%, -9%, -20%, -25%
- CC(=O)/C(N=Nc1ccc(SC(F)F)cc1)=C(\C)O
  -6%, 8%, 3.1%, ?, i, 18%, -8%, -12%, -23%
- Oc1[nH]c2ccccc2c1N=Nc1nc2ccccc2s1
  11%, 77%[activator], 5.5%, 14%, i, -1%, 0%, ?, -21%
- CCCn1c(-c2ccc(F)cc2)n[nH]c1=S
  -8%, 2%, -0.5%, 4%, i, -6%, 3%, 5%, 2%
- CCC(C)Sc1ccc(-c2nc3ccc(C)cn3c2NC2CCCCC2)cc1 (configuration not stated)
  1%, -16%, 0.1%, ?, ?, 0%, 3%, 7%, -26%
- COCCn1c(C)cc(C(=O)COC(=O)c2ccc3c(c2)NC(=O)CS3)c1C
  -3%, 22%, 4.2%, -3%, i, 1%, 4%, 12%, -32%
- CCOc1cc(NC(=S)NCCCN(C)C)c(OCC)cc1NC(=O)C1CC1
  -10%, -2%, -0.5%, 4%, i, -3%, 2%, 0%, -21%
- Nc1cnn(C2CCCO2)c(=O)n1 (configuration not stated)
  22%, 0%, 0.1%, -4%, i, 0%, 6%, 0%, -2%
- Cc1cccc(C(=O)OCC(=O)Nc2ccc(N3CCCCC3)cc2)c1O
  -4%, 7%, -0.1%, -2%, i, -9%, 4%, -19%, -15%
- Cn1c(SCC(=O)N2CCN(c3ccccc3)CC2)nnc1-c1c[nH]c2ccccc12
  ?, -17%, 1.0%, -10%, ?, 4%, -17%, ?, -43%
- COC(=O)Cc1ccc2oc(-c3cccnc3)nc2c1
  2%, 44%[activator], 3.3%, -1%, i, 1%, 5%, ?, -28%
- O=c1ccc(=O)n2n1CC(O)C2
  11%, -8%, 0.3%, -5%, i, -6%, -5%, 3%, 5%
- COc1ccc(NC(=O)Nc2ccc3nonc3c2)cc1
  1%, 12%, 7.4%, -8%, i, -10%, 3%, 7%, 8%
- Cn1c(SCc2ccccc2)nc2ccsc2c1=O
  -16%, -13%, 13µM*, ?, i, -4%, -29%, 16µM*, 5%
- COc1ccccc1N1CCN(S(=O)(=O)CCNC(=O)c2cccs2)CC1
  6%, ·, -0.2%, ·, i, ·, 9%, ·, -16%
- CC1CC(=O)c2cnc(NCC3CCCO3)nc2C1 (configuration not stated)
  10%, 13%, -0.2%, 1%, i, 5%, 22%, ·, -12%
- O=C(NCC(c1cccs1)N1CCOCC1)c1cn(-c2ccccc2)nc1-c1ccc(F)cc1 (configuration not stated)
  -9%, -35%, -0.2%, ?, i, 0%, -20%, -19%, -2%
- Brc1ccc(-c2nnc3sc(CN4CCCCC4)cn23)cc1
  -12%, 6%, 0.7%, ·, i, -3%, ·, 17%, -9%
- CCc1noc(C)c1C(=O)OCC(=O)Nc1ccccc1SC
  1%, 2%, 0.2%, 6%, ?, -1%, 4%, 14%, 9%
- COc1cccc(N2C(=O)C(CC(=O)Nc3ccc(F)cc3)N(C3CCCCC3)C2=O)c1 (configuration not stated)
  ?, -1%, -0.6%, 3%, ?, -3%, -8%, ·, 13%
- COc1ccccc1NC(=O)C1=C(C)Nc2c(C(=O)Nc3ccc(F)cc3)cnn2C1c1cccc([N+](=O)[O-])c1 (configuration not stated)
  1%, ·, 3.5%, ·, ·, 1%, ·, -11%, 4%
- O=C(Nc1nnc(-c2ccccc2)o1)NC1CCCCC1
  -5%, 17%, 0.3%, 9%, i, -12%, -3%, ?, -13%
- CCCCCn1ccc(=O)c2c(C(F)(F)F)nccc21
  -11%, -16%, -0.7%, 14%, i, -10%, -2%, ?, -1%
- CN(C)c1ncnc2c1ncn2C1OC(CO)C(O)C1O (configuration not stated)
  0.63µM*, 59%[activator], -0.5%, ?, ?, -24%, 6%, ?, -69%
- Cc1ccc(CCNC(=O)C2CCN(C(=O)c3sccc3-n3cccc3)CC2)cc1
  5%, -14%, 2.9%, 7%, i, 8%, 1%, -2%, -11%
- CSc1ccccc1C(=O)NC1CC2CCC1C2 (configuration not stated)
  -6%, 15%, 0.2%, -1%, i, 2%, 7%, ·, -6%
- COc1ccc2[nH]c(=O)c(CNc3ccccc3C)cc2c1
  -10%, 75%[activator], 13%, 0%, i, 3%, -5%, 8%, -13%
- CC(=O)c1c(C)[nH]c(C(=O)OCC(=O)Nc2ccc(Cl)cc2[N+](=O)[O-])c1C
  -15%, -16%, 11%, 4%, i, -11%, 16%, 21µM*, -43%
- CCc1c(C)nc2nc(-c3ccccc3)nn2c1NCc1ccc(C)cc1
  ?, -15%, -2.3%, ·, i, -11%, ·, 18µM*, -104%
- COc1cccc(C(=O)/C=C/Nc2ccc(S(=O)(=O)Nc3ccc(C(C)=O)cc3)cc2)c1
  -18%, -24%, 4.8%, 10%, i, -21%, -1%, ?, 3%
- Cc1ccc(NC(=O)CSc2ccc(-c3sc(-c4ccccc4)nc3C)nn2)cc1F
  2%, ·, 5.7%, ·, ·, 7%, ·, ?, -1%
- CCn1cc(-c2cc(C(=O)O)on2)c(C)n1
  -5%, -2%, 0.2%, ?, i, -2%, 7%, -3%, -10%
- CC(=O)c1cc(C(=O)N2CCCC(CCC(=O)N(C)CCc3ccccn3)C2)cs1 (configuration not stated)
  -13%, 1%, 0.2%, 1%, i, 2%, 15%, -16%, -21%
- CCOC(=O)COc1ccc(Cl)cc1C1NC(=O)NC(C)=C1C(C)=O (configuration not stated)
  4%, 5%, -0.4%, -1%, i, 10%, -4%, 1%, -7%
- CCCOc1ccc(C(=O)OCC(=O)NCCc2ccc(OCC)c(OCC)c2)cc1OC
  0%, -1%, -0.6%, -1%, i, 0%, ?, 5%, 6%
- COc1cc(C(=O)NC(C)C2CC3CCC2C3)ccc1OC(F)F (configuration not stated)
  -12%, 1%, 0.0%, 14%, i, -15%, -13%, -25%, -32%
- CC(C)CNC(=O)c1cccc(NC(=O)CSc2ccccc2)c1
  -12%, -10%, -0.2%, 8%, i, -1%, -4%, 1%, -30%
- CC1CCN(C(=O)CSc2nnc(NC(=O)Nc3ccccc3)s2)CC1
  ?, ·, 3.9%, ·, ·, -1%, ·, ·, -27%
- CCc1cc2c(SCC(=O)NC3CCS(=O)(=O)C3)ncnc2s1 (configuration not stated)
  -17%, -14%, 4.3%, 3%, i, 1%, 14%, 2%, -17%
- CCCCN=C1NN=C(c2cccc([N+](=O)[O-])c2)CS1
  0%, 14%, 18%, 1%, i, 2%, 17%, 30%, -9%
- O=C(Nc1nnc(-c2ccc(F)cc2)o1)c1ccco1
  0%, 5%, 4.7%, 10%, i, -3%, 6%, 8%, -25%
- O=C(Nc1ccc(N2CCOCC2)cc1)C1CC(O)CN1S(=O)(=O)c1ccc(Cl)cc1 (configuration not stated)
  -6%, 8%, -0.2%, -15%, i, 8%, 2%, -20%, -29%
- CCOC(=O)C1=C(C)N=c2s/c(=C\c3cccn3C)c(=O)n2C1c1cccc(OC)c1OC (configuration not stated)
  -11%, -19%, -0.7%, -1%, i, 0%, 17%, -15%, 4%
- CCOc1nc(SCCOc2ccccc2)nc(N(C)C)n1
  -12%, -12%, 4.3%, ?, i, -3%, -5%, -11%, -7%

Grouped by structure, the entries above containing a COOH group (2)
Each structure is followed by: TGFb SMAD3 inh, ATXN2 expr inh, Nrf2 activator, MCF10A rerep, ATXN viability, A549 tox, EPAC2 antagonist, Nrf2 inh, HepG2 viability
- O=C(O)C1CCCCC1C(=O)Nc1nccs1 (configuration not stated)
  -12%, 1%, 0.0%, 6%, i, -8%, 15%, -4%, 9%
- CCn1cc(-c2cc(C(=O)O)on2)c(C)n1
  -5%, -2%, 0.2%, ?, i, -2%, 7%, -3%, -10%

Part of the list above, with tabs.
mol	TGFb SMAD3 inh	ATXN2 expr inh	Nrf2 activator	MCF10A rerep	ATXN viability	A549 tox	EPAC2 antagonist	Nrf2 inh	HepG2 viability
CCCOc1ccc(C(=O)OCC(=O)NCCc2ccc(OCC)c(OCC)c2)cc1OC	0%	-1%	-0.6%	-1%	i	0%	?	5%	6%
CC(=O)c1cc(C(=O)N2CCCC(CCC(=O)N(C)CCc3ccccn3)C2)cs1 (configuration not stated)	-13%	1%	0.2%	1%	i	2%	15%	-16%	-21%
